Source: PubChem (National Center for Advancing Translational Sciences (NCATS))
Giardia FBPA inh – qHTS Assay for Inhibitors of Fructose-1,6-bisphosphate Aldolase from Giardia Lamblia; A8B2U2; purified Giardia FBPA; Potency, µM (doses to about 59.6 µM), without a hit: at the highest dose activity, negative = inhibition, usual class: inhibitors; 0.71% of 290,000 active; AID 2451, 2010; further: potency means the concentration at half of the fitted maximal effect; nearly all actives have a fitted effect of over 55% in size
Target sequence (A8B2U2 whole entry, looked up): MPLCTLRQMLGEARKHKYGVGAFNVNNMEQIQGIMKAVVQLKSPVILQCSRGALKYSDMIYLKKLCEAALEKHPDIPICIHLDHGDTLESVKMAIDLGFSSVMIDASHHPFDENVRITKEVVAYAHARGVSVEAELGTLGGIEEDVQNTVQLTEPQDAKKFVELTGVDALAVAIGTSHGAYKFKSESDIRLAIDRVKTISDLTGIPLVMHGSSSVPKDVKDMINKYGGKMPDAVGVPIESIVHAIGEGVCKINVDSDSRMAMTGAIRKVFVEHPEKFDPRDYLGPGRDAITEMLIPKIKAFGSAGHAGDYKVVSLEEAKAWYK
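40 nM FBPA preincubated 10 min at RT with compound (up to 57.5 uM final), then substrate plus GAPDH/TPI/NAD/arsenate coupling and diaphorase/resazurin added. Fluorescence read after 20 min at RT, 525/598 nm.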
HCMV inh – qHTS Assay for inhibitors of the human cytomegalovirus (HCMV); HFF cells, HCMV-luciferase reporter, 72 h; stronger effect = lower value; activity change, negative = inhibition, % at 57.5 µM; 4.5% of 410,000 active; AID 1259415, 2018; in the data active means activity change below about -60%; inconclusive means no clear call, values can overlap the other calls; inactive means above about -39%
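Steps: HFFs plated, 16 h 37C; compounds added; HCMV-luciferase added to MOI 1 PFU/cell; 72 h 37C; OneGlo reagent, 5 min room temperature; luminescence read, normalized to controls.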
HCV inh – qHTS Assay for Inhibitors of Hepatitis C Virus (HCV); Huh7.5.1 HCVcc-Cre infection, luciferase reporter, 44 h; 3.4% of 340,000 active; AID 651820, 2012; Potency, µM (doses to about 41.8 µM), for inactives: at the highest dose activity change, negative = inhibition, hits mostly inhibitors; further: potency means the concentration at half of the fitted maximal effect
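Infectious HCV cell culture screen: compound-treated cells (1,000/well, pre-plated 4 h) are infected with HCVcc-Cre at roughly 0.5 moi and grown 44 h. Infection is quantified by luciferase signal after 15 min substrate incubation at room temperature.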
AmpC detergent – qHTS Inhibitors of AmpC Beta-Lactamase (assay with detergent) | AmpC hydrolysis of nitrocefin, absorbance 480 nm, 0.01% Triton | AID 485294, 2010 | 0.041% of 370,000 active | Potency, µM (doses to about 114 µM), inactives show top-dose activity change, negative = inhibition, actives largely listed as inhibitors;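 further: potency means the concentration at half of the fitted maximal effect; 0% = no-compound wells and -100% = no-enzyme wells; nearly all actives have a fitted effect of over 25% in size; some results filed as inactive show a strong effect at the top dose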
Target sequence (P00811 whole entry, looked up): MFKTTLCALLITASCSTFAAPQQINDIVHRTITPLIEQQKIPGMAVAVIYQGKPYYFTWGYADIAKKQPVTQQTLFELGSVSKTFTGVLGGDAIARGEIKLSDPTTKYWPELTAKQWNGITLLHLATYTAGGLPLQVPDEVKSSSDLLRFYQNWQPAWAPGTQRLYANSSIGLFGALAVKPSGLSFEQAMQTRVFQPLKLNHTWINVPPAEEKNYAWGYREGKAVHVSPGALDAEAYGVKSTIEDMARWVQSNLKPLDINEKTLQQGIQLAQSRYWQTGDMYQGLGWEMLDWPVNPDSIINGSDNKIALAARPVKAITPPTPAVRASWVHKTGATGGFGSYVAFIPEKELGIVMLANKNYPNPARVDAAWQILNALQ
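20 mM phosphate pH 7.0 + 0.01% (detergent screen) or 0.0001% Triton X-100; 5.3 nM AmpC reagent; cpd preinc 15 min RT; nitrocefin (800 uM stock) to start; A480 q20 s × 4 min; Activity was normalised to no-enzyme and no-compound control wells.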
Sm TGR inh – qHTS Assay for the Inhibitors of Schistosoma Mansoni Peroxiredoxins. Schistosoma mansoni thioredoxin glutathione reductase (TGR), Q962Y6. purified TGR, DTNB reduction, TNB absorbance 405 nm. Potency, µM (doses to about 114 µM), for the others: top-dose activity change, negative = inhibition, actives largely listed as inhibitors. 3% of 360,000 active; further: potency means the concentration at half of the fitted maximal effect; nearly all actives have a fitted effect of over 60% in size
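First, TGR (20 nM dispensed) and NADPH were mixed with compound. Second, a 15 min room-temperature incubation followed. Third, further NADPH and then DTNB were added to start the reaction. Finally, TNB absorbance was monitored kinetically.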
AMA1 RON2 block – qHTS for Inhibitors of AMA1-RON; Towards Development of Antimalarial Drug Lead: Primary Screen. Plasmodium falciparum AMA1 (3D7) - RON2 peptide interaction. AlphaScreen AMA1-biotinylated RON2 peptide binding. Potency, µM (series often up to 58.2 µM), for inactives: at the highest dose activity change, negative = inhibition, most hits filed as inhibitors. 0.2% of 360,000 active;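 further: potency means the concentration at half of the fitted maximal effect; 0% = vehicle wells and -100% = peptide control; nearly all actives have a fitted effect of over 45% in size; some results filed as inactive show a strong effect at the top dose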
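AMA1 (3D7) with his tag at 25 nM final met compounds first, then biotinylated RON2 peptide at 25 nM; detection used donor plus acceptor beads, 10 µg/mL apiece, read by AlphaScreen after 30 min at room temperature.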
* = called active by the depositor; u = inconclusive; x = not tested or not shown; & = joins results of further samples; ! = repeats disagree; [ ] = another dose, or the depositor's remark. Unless noted, the call rests on the fitted dose curve; in most records, active means well fitted curve in the direction sought with a large enough effect; inconclusive means small, poorly fitted or top-dose-only effect, or another doubt; inactive means no such curve, though single readings can be large; an effect the other way counts as inactive or inconclusive. Unless noted, on the % scale 0 is the no-effect control and ±100 the full control effect.

Start of the data: the first 3 compounds, to show the layout:
SMILES	Giardia FBPA inh	HCMV inh	HCV inh	AmpC detergent	Sm TGR inh	AMA1 RON2 block
CN(C)c1cc(-c2ccc(Br)cc2)oc(=O)c1Cl	-16%	52	u	-4%	-26%	6%
CCOC(=O)c1sc2nc(C)cc(-c3ccccc3)c2c1N	3%	u	u	-1%	0%	43%[activator]
CC(C)N(C(=O)CCl)c1ccccc1	-9%	-21	10µM*	x	x	4%

All compounds of this part, from the first entry:
SMILES	Giardia FBPA inh	HCMV inh	HCV inh	AmpC detergent	Sm TGR inh	AMA1 RON2 block
CN(C)c1cc(-c2ccc(Br)cc2)oc(=O)c1Cl	-16%	52	u	-4%	-26%	6%
CCOC(=O)c1sc2nc(C)cc(-c3ccccc3)c2c1N	3%	u	u	-1%	0%	43%[activator]
CC(C)N(C(=O)CCl)c1ccccc1	-9%	-21	10µM*	x	x	4%
Cc1ccc(-n2c(SCC(=O)N3CCOCC3)nnc2-c2cccnc2)cc1	0%	-8	11%	2%	4%	-9%
CN(CC(=O)Nc1cccc(F)c1)C(=O)c1ccncc1	8%	32	17%	0%	0%	-2%
CC(=O)NC(CC(=O)OCC(=O)N1c2ccccc2NC(=O)C1(C)C)c1ccccc1 (configuration not stated)	x	0	9%	-5%	-22%	-3%
Cn1c(=O)c(C(=O)COC(=O)c2cc(-c3ccccc3)nc3ccccc23)c(N)n(Cc2ccccc2)c1=O	-21%&-19%	x	0%[8.37 µM]	u	-13%	x
CCOC(=O)C(C)n1cnc2c(nnn2-c2ccccc2)c1=O (configuration not stated)	8%	x	6%	-1%	-10%	-14%
Cc1ccc(NCc2nnc(SCCN3CCCCC3)n2CC2CCCO2)c(C)c1 (configuration not stated)	-4%	6	-19%	-15%	-6%	-10%
CCOc1ccc(Nc2c(S(=O)(=O)c3ccc(C)cc3)cnc3ccc(F)cc23)cc1	x	-39	x	u	-14%	x
COc1ccccc1-n1c(SCC(=O)N2CCOCC2)nc2ccccc2c1=O	3%	28	u	-1%	-11%	-3%
CCOc1ccccc1NC(=O)c1cc2c(Cl)nc3ccccc3c2s1	x	1	x	-13%	0%	x
COc1ccc(S(=O)(=O)N2CCOC2CNC(=O)C(=O)NCc2ccccn2)cc1C (configuration not stated)	11%	7	17%	-4%	5%	52%[activator]
Cc1ccccc1N(C(=O)c1snc(C(N)=O)c1N)C(C)C(=O)NC1CCCCC1 (configuration not stated)	-8%	-20	u	-1%	0%	19%
Cc1ccccc1OCC(=O)Nc1ccccc1C(=O)NC1CC1	x	4	u	9%	-1%	-6%
COc1ccc(N=N/C(C(C)=O)=C(/C)O)cc1	6%	-2	2%	-10%	4%	-20%
CN(C(=O)c1ccc2ccccc2c1)c1ccccn1	-1%	9	12%	-14%	0%	18%
[O-]C1=N/[N+](=C/c2ccc(Cl)c(Cl)c2)CC1	1%	8	9%	1%	-25%	-2%
NC(=O)c1ccc(NC(=O)CSc2nnc(-c3ccccn3)n2N)cc1	3%	-7	-28%	6%	2%	u
COc1cccc(-n2nc(C(=O)NCC3CCCO3)c3ccccc3c2=O)c1 (configuration not stated)	6%	34	0%	-15%	-4%	-2%
COc1ccc(CN2CCNCC2)c(OC)c1OC	22µM*!	u	u	u	u	-18%&-5%
CC(C)NS(=O)(=O)c1ccc2c(c1)oc(=O)n2C	-2%	-18	u	-4%	89µM*	30%
O=C(c1ccccc1)C1CCN(C(=O)c2ccc(Cl)cc2)CC1	3%	-34	-12%	4%	13%	-2%
O=C(NC1CCCC1)C1CCN(c2nccs2)CC1	-6%	-10	15%	-6%	-8%	-5%
CCn1c(CN2CCC(C)CC2)nc2cc(NC(=O)c3ccccc3[N+](=O)[O-])ccc21	x	-37	x	23%	5%	x
Cc1ccc(C(=O)Nc2nc(-c3ccccn3)cs2)o1	13µM*	35	u	3%	-27%	-43%
COc1ccccc1C(=O)NCCSCc1c(F)cccc1Cl	4%	8	-22%	-4%	11%	23%
Cn1cc(C(=O)NCc2ccccc2)c(=O)c2cc(S(=O)(=O)N3CCCCCC3)ccc21	x	17	x	2%	9%	x
O=C(O)/C=C\C(=O)Nc1ccccc1C(=O)NC1CCCCC1	2%	-16	-1%	7%	-32%	-4%
COc1ccccc1C(=O)Nc1cccc(C(=O)N2CCOCC2)c1	2%	-2	x	u	1%	-5%
COc1cc2[nH]c(=S)nc(NCc3ccc(Cl)cc3)c2cc1OC	15%	u	u	0%	-17%	94%[activator]
NC(=O)C1(Nc2ccccc2)CCCC1	x	-12	7%	x	x	-1%
COc1ccc(CCN(C)c2ncnc3sccc23)cc1OC	-13%	u	10µM*	2%	-6%	0%
COc1ccc(OC)c(-c2nc(C(N)=O)c3[nH]c(=O)n(-c4ccc(F)cc4)c3n2)c1	-7%	43	4%	u	-33%	-1%
O=C(c1ccc(F)cc1)[C@@H]1[C@@H](C(=O)c2ccccc2)[C@@]2(C(=O)Nc3ccccc32)[C@H]2c3ccccc3C=CN12	u	x	-6%	-12%	45µM*	x
CCCCN1C(=O)N(C)C2C1N(C)C(=O)N2CCCC (configuration not stated)	1%	2	-4%	-6%	8%	2%
CCOCc1nnc(NC(=O)c2cc(OC)c(OC)c(OC)c2)s1	-1%	10	9%	0%	0%	-13%
CCOC(=O)c1ccc(S(=O)(=O)N2CCC(C(=O)O)CC2)cc1	21%	-10	-2%	u	3%	13%
COC(=O)c1ccc(C(=O)OC)c(NC(=O)N2c3ccccc3Sc3ccccc32)c1	3%	2	-3%	-7%	6%	-11%
COc1ccc(-c2noc(CN(Cc3nccn3C)C(C)C)n2)cc1	0%	-29	3%	6%	2%	0%
O=C(NCc1ccccc1Cl)C(=O)c1cn(CC(=O)N2CCOCC2)c2ccccc12	x	-25	6%	0%	u	3%
CN(Cc1ccccc1)C(=O)c1ccc(NC(=O)Cc2ccc(NC(=O)C3CCN(C(=O)C4CCCC4)CC3)cc2)cc1	x	2	1%[8.37 µM]	x	x	-19%
CNC(=S)N(Cc1ccc2c(c1)OCO2)C1CC(=O)N(c2ccc(F)cc2)C1=O (configuration not stated)	-5%	u	1%	u	2%	-26%
Cc1[nH]c2ccccc2c1CN1CCC(Cc2ccccc2)CC1	u	u	u	4%	-19%	-26%
Cc1ccc(NS(=O)(=O)c2cc([N+](=O)[O-])ccc2NNC(=S)Nc2cccc(Cl)c2)c(C)c1	1%	x	u	u	-5%	0%
C=CCn1c(SCC(=O)N2CCOCC2)nc2sc(C)c(C)c2c1=O	5%	-5	-23%	-11%	7%	1%
CCOC(=O)c1c(NC(=O)C(Sc2ccccc2)c2ccccc2)sc(C(N)=O)c1C (configuration not stated)	-8%	17	u	-8%	-18%	0%
O=P(NS(=O)(=O)c1ccc(Br)cc1)(Oc1ccccc1)Oc1ccccc1	u	-15	6%	u	-10%	-2%
Cc1nnc(SCC(=O)NC(=O)NCc2ccco2)n1Cc1ccccc1	-3%	12	19%	-5%	-16%	-6%
O=C(Nc1c2c(nn1-c1ccc(Cl)cc1)CS(=O)(=O)C2)c1ccccc1	x	-3	10%	7%	-17%	-2%
COc1cc2c(cc1OC)C(=O)N(C)CC2	-9%&6%	75	-1%	8%	-2%	19%
Cc1nc(N)nc(Nc2ccc(Cl)cc2)c1Br	-13%	51	-27%	2%	6%	7%
CCc1ccccc1Nc1ncnc2c1cnn2-c1ccc(Cl)cc1	x	-5	x	-1%	0%	x
O=C(CCNc1cccc(F)c1)c1cc2ccccc2o1	-9%	u	-18%	6%	0.35µM*	-15%
CCC(=O)N1CCC2(CC1)Oc1ccc(F)cc1C(=O)C21CC(c2cccnc2)=NO1 (configuration not stated)	8%	3	12%	1%	-33%	5%
CC(=O)Nc1ccc(CN2CCN(CC=C(C)C)C(CCO)C2)cc1 (configuration not stated)	5%	6	23%	0%	1%	3%
CCC(C)NC(=O)c1cnn2c1NC(c1ccc3c(c1)OCO3)CC2C(F)(F)F (configuration not stated)	-4%	0	-16%	-19%	5%	8%
Cc1noc(C)c1S(=O)(=O)Nc1ccc2c(c1)C(=O)N([C@H](C)CO)C[C@H](C)[C@@H](CN(C)C(=O)Nc1ccc(C(F)(F)F)cc1)O2	x	-9	u	x	x	0%
Cc1ccc(OCC(=O)NCCCNC(=O)c2ccco2)cc1	14%	4	11%	-3%	-10%	-3%
CC(=O)Nc1ccc(C(=O)NCC(=O)OCc2ccccc2F)cc1	11%	4	-1%	3%	0%	3%

One compound at a time (already shown):
CCC(C)NC(=O)c1cnn2c1NC(c1ccc3c(c1)OCO3)CC2C(F)(F)F (configuration not stated) across the screens: Giardia FBPA inh: -4%; HCMV inh: 0; HCV inh: -16%; AmpC detergent: -19%; Sm TGR inh: 5%; AMA1 RON2 block: 8%
Cc1nnc(SCC(=O)NC(=O)NCc2ccco2)n1Cc1ccccc1 across the screens: Giardia FBPA inh: -3%; HCMV inh: 12; HCV inh: 19%; AmpC detergent: -5%; Sm TGR inh: -16%; AMA1 RON2 block: -6%

Continued:
SMILES	Giardia FBPA inh	HCMV inh	HCV inh	AmpC detergent	Sm TGR inh	AMA1 RON2 block
COc1ccc(NC(=O)CSc2nnc(-c3ccccc3)n2Cc2ccco2)c(OC)c1	-4%	52	u	-4%	-21%[11.4 µM]	-13%
Cc1ccccc1NC(=O)Cc1nc(COC(=O)CSc2ccccc2)cs1	x	-23	10%	-5%	0%	4%
CCCNC(=O)/C(C#N)=C1\N=C(NC(=O)c2ccco2)c2ccccc21	x	-31	3%	-1%	-19%	25%
CC(OC(=O)c1ccc2c(c1)S(=O)(=O)c1ccccc1C2=O)C(N)=O (configuration not stated)	-2%	13	18%	1%	-4%	3%
c1ccc2c(c1)CCN(CCCNc1nc3ccccc3n3cnnc13)C2	u	11	5%	-9%	2%	23%
CC(C)C(=O)Nc1cccc(C(=O)NCc2ccc(S(N)(=O)=O)cc2)c1	0%	32	7%	u	3%	19%
COc1ccc(CN(C(=O)c2cccs2)C(C(=O)NC2CCCCC2)c2ccc3ncccc3c2)cc1 (configuration not stated)	2%	-20	-8%	-9%	-21%	-5%
COc1ccc(Nc2cc(C(=O)NC3CCCC3)c3ccccc3n2)cc1	x	-12	x	4%	1%	x
Cc1ccc(/C=C2\SC(=S)N(C(Cc3ccccc3)C(=O)O)C2=O)cc1 (configuration not stated)	3%	18	9%	-13%	4%	-1%
Cc1cc(C)c(Cn2c(=O)n(CCCCCC(=O)NCc3ccc4c(c3)OCO4)c(=O)c3sccc32)c(C)c1	x	32	x	17%	22%	x
Cn1c(C(=O)NCc2cccnc2)cc2sc(Cl)cc21	-19%	-14	-12%	-11%	-2%	-12%
Cc1ccc(C(=O)NC(Cc2ccc(C(C)(C)C)cc2)C(=O)O)cc1 (configuration not stated)	x	9	9%	x	x	11%
CCCN1CCc2cc(O)cc3c2[C@H]1Cc1ccc(O)c(O)c1-3	x	-7	u	x	x	u
